# Screening results deposited in PubChem by National Center for Advancing Translational Sciences (NCATS).
# RXFP1 antagonist: blocks the human relaxin receptor RXFP1; HEK293-RXFP1, relaxin-stimulated cAMP HTRF, 30 min; active compounds read low; activity change, negative = inhibition, % at 57.5 µM; 0.59% of 350,000 active;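 active = activity change of -60% or lower, but not beyond a set lower limit; inconclusive = change between -60% and -40%, or beyond the set limit; inactive = change above -40%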; note: % is set by controls: 0 for no effect and ±100 for the full control effect
# D1 potentiator: enhances dopamine response at the human D1 receptor; AID 504651; potentiation, % at 10 µM; P21728; HEK293 TREx D1 cells, calcium flux, dopamine EC20 potentiation; 0.036% of 360,000 active; in the data active = potentiation above about 30%; note: 0% is about no effect
# D2 agonist: D2 dopamine receptor (human) agonism | AID 485358 | activation, % at 2 µM | 0.53% of 340,000 active | HEK293 T-REx D2 cells, calcium flux agonist mode | P14416;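 active = activation over 3 SD above normal in the single-dose calcium agonist read, cut at about 30% in these data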; note: 0% is about no effect
# Target sequence (P14416 whole entry, looked up): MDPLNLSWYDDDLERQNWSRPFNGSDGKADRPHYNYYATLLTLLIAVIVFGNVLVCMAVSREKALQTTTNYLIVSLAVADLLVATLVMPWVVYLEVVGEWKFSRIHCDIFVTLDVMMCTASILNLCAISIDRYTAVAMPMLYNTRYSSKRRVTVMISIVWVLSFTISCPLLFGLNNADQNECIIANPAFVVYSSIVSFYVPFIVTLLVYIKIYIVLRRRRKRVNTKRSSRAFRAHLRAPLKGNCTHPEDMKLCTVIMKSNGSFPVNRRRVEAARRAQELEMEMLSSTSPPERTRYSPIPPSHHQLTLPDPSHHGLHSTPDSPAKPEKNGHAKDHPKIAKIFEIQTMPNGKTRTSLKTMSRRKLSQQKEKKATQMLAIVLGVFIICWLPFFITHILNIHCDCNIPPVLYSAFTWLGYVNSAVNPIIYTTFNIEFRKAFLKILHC
#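 Tetracycline-induced HEK293 Trex cells with D2 receptor force-coupled to calcium signaling, plated overnight at 30 C and loaded with no-wash calcium dye. Calcium flux read kinetically for 180 s after compound addition; responses flag agonists.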
# D2 antag: antagonizes the human D2 dopamine receptor. P14416. HEK293 TREx D2 cells, calcium flux, dopamine EC80. inhibition, % at 10 µM. 2% of 340,000 active. AID 485344; in the data active = inhibition above about 30%; note: 0% is about no effect
#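 Dopamine at EC80 is the agonist stimulus; test compounds precede it by 180 s. Calcium flux read kinetically in a force-coupled, inducible HEK293 T-REx D2 cell line.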
# TRHR PAM: TRH receptor (human) allosteric enhancement; 0.66% of 360,000 active; AID 493056; enhancement, % at 2 µM; P34981; TRHR cells, fluo-8 calcium fluorescence, EC20 TRH enhancement; in the data active = enhancement above about 30%; note: 0% is about no effect
# Target sequence (P34981 whole entry, looked up): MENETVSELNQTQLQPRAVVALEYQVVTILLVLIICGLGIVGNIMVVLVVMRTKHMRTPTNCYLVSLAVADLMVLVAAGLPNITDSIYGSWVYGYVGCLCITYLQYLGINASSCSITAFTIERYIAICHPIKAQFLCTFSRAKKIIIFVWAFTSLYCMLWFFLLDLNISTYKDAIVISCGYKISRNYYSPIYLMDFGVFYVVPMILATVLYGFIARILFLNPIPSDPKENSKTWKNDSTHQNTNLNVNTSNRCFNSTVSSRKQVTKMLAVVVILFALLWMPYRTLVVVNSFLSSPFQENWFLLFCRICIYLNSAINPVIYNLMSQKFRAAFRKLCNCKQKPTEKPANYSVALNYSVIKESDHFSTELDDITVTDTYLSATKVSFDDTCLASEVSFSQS
#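 TRHR-expressing cells loaded with fluo-8 calcium dye were read kinetically (ex 480/em 530) during compound addition, then stimulated with an EC20 of TRH (10 nM final). Enhancement of the Gq-mediated intracellular calcium response was scored.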
# TRHR agonist: TRH receptor (human) agonism; activation, % at 2 µM; P34981; TRHR cells, calcium flux fluo-8, FDSS agonist mode; AID 493084; 0.18% of 360,000 active; note: 0% is about no effect
#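 Agonist-mode FDSS calcium read (Ex 480/Em 530, 1 s cycles) in 1536-well TRHR cells with fluo-8 dye, after 10-cycle baseline and 23 nL compound addition; TRH at EC20 (10 nM final) added afterwards for the enhancer phase.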
# D2 potentiator: positive allosteric modulators of human D2 dopamine receptor. potentiation, % at 10 µM. HEK293 T-REx D2, calcium flux, EC20 dopamine potentiation. 0.34% of 340,000 active. AID 485347;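 active = potentiation over 3 SD above the plate norm, cut at about 30% in these data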; note: 0% is about no effect
#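 Tetracycline-induced HEK293 T-REx cells force-coupled to calcium signalling expressed D2; compounds were pin-added after a 10 s baseline, read kinetically 180 s, then an EC20 dopamine challenge followed with a further 180 s calcium read.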
# D1 ag: activates the human D1 dopamine receptor; P21728; HEK293 T-REx D1 cells, calcium flux, agonist mode; activation, % at 2 µM; 1% of 360,000 active; note: 0% is about no effect
#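 Inducible HEK293 T-REx D1 cells, force-coupled to calcium signalling, were plated at 4000 cells/well with tetracycline and held overnight at 30 C. After no-wash calcium dye loading, compound-evoked calcium rise over 180 s flagged agonists.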
# D1 antagonist: blocks dopamine activation of the human D1 receptor; HEK293 TREx D1 cells, calcium flux, dopamine EC80; active compounds read low; activity change, negative = inhibition, % at 10 µM; 3.2% of 360,000 active; AID 504652; in the data active = activity change below about -30%; note: % is set by controls: 0 for no effect and ±100 for the full control effect
#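 Allosteric or orthosteric antagonism assessed as attenuation of the calcium response to EC80 dopamine, added 180 s after compound, in induced HEK293 Trex D1 cells loaded with no-wash calcium dye.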
# * = called active by the depositor; ? = inconclusive; . = not tested or not shown. Cut-off read from the data, not from the text of the source, unless noted: active = activation above about 30%; inactive = the rest. Outcome played no part in choosing rows, and some 7.3% of all compounds hit somewhere here.
# Order of results: RXFP1 antagonist	D1 potentiator	D2 agonist	D2 antag	TRHR PAM	TRHR agonist	D2 potentiator	D1 ag	D1 antagonist
- O=C(NCCc1ccc(Cl)cc1)C(=O)Nc1cc2c3c(c1)CC(=O)N3CCC2
 : -19	-6	0.2	7	1	-0.3	0	5	0
- O=C(c1ccc(Cn2cc([N+](=O)[O-])cn2)o1)N1N=C(C(F)F)CC1(O)C(F)F (stereo unspecified)
 : -4	-4	.	.	-3	0.0	3	6	6
- COCCNc1oc(-c2cccs2)nc1S(=O)(=O)c1ccc(C)cc1
 : 11	7	-0.9	-11	2	0.1	3	1	-15
- C=CCNc1nc(Cl)nc(Nc2ccc(OCC)cc2)n1
 : -1	-1	2.0	6	-4	0.2	-7	0	12
- Cc1nnc(N2CCC(C(=O)N3CCCCCC3)CC2)c2nn(-c3ccc(Cl)cc3)c(C)c12
 : 8	2	-0.5	-12	2	-0.4	0	0	19
- CC1(C)CC(=O)C2=C(C1)N=C1SCCC(=O)N1C2c1ccc(C(F)(F)F)cc1 (stereo unspecified)
 : -7	0	-0.4	10	2	-0.6	9	3	-7
- O=C1OC(=O)c2c(Br)c(Br)c(Br)c(Br)c21
 : .	14	-1.3	-6	1	0.3	10	-1	.
- COc1ccc(/C=C2/SC(c3ccc(C)cc3)=NC2=O)cc1OC
 : -19	1	7.0	-1	3	6.0	6	6	-2
- O=C(NCCCN1CCCCC1)c1ccc2c(c1)ncn2C1CCCC1
 : 11	-1	0.5	30*	1	-0.1	-4	3	3
- COc1ccc(-n2nnnc2/C(=C/N(C)C)C(=O)c2ccccc2)cc1
 : 2	-9	1.3	-1	-22	0.1	-3	3	-10
- Oc1ccc(-c2csc(-c3cccnc3)n2)c(O)c1
 : -3	-4	.	.	-2	-1.5	.	0	-7
- CN(C)C(=O)N1CCC(C(=O)NC2CCCCCCC2)CC1
 : -5	-7	1.1	-13	-1	0.4	0	0	1
- Cc1ccccc1Nc1cc(C(=O)NCC2CCCO2)c2ccccc2n1 (stereo unspecified)
 : 3	2	-1.0	0	6	-0.2	0	2	-9
- CN(CC(=O)Nc1c(Cl)cccc1Cl)C(=O)c1cc(-c2cccs2)nn1-c1ccccc1
 : 10	0	0.3	-9	6	0.1	-2	4	6
- Cc1nn2c(-n3ccnc3C)c3c(nc2c1-c1ccccc1)CCC3
 : -16	-6	1.1	-8	4	-0.2	27	1	-8
- C=CCC(=O)N1CCC(n2nccc2NC(=O)CCOc2ccccc2)CC1
 : -2	0	0.5	12	1	0.4	1	2	15
- CC(=O)OCc1cc2cc(C)ccc2[nH]c1=O
 : -4	0	0.3	-5	1	-0.2	27	2	-5
- Nc1ccc2nc(CCCCCCc3nc4ccc(N)cc4[nH]3)[nH]c2c1
 : -13	-7	0.5	-7	-4	0.3	-2	-1	4
- COC(=O)c1ccc(CN2CCCC(C(=O)Nc3cccc(-n4cccn4)c3)C2)cc1 (stereo unspecified)
 : -29	-3	-0.4	-19	-2	0.3	-16	8	11
- COc1ccc(NC(=S)NN2CCN(C)CC2)cc1
 : 1	0	-0.3	0	1	-0.5	-6	0	2
- O=C(Cn1nc(-c2ccccc2F)ccc1=O)Nc1ccc(S(=O)(=O)N2CCCCCC2)cc1
 : 1	-2	-0.1	3	-2	0.3	6	2	1
- CCOc1ccc(C2CC(=O)Nc3c2c(=O)[nH]c2ncnn32)cc1 (stereo unspecified)
 : .	0	0.1	.	-4	0.3	15	-1	4
- CCC(=N\NC(=O)COc1ccccc1OC)/C(CC)=N/NC(=O)COc1ccccc1OC
 : -4	.	.	.	9	-0.1	.	2	2
- CCC1=NN2C(=N)/C(=C\c3ccc(OCCOc4ccc(NC(C)=O)cc4)cc3)C(=O)N=C2S1
 : 21	3	-0.7	13	-3	-0.2	-4	8	6
- COc1cccc(-c2nc(CS(=O)(=O)CC(=O)Nc3c(C)cc(C)cc3C)c(C)o2)c1
 : -7	-4	1.3	.	-10	1.2	.	3	-5
- Cc1cnn(-c2ccc3nnc(-c4ccc(Cl)cc4)n3n2)c1
 : -1	-5	0.0	8	-2	0.6	2	2	1
- NNc1nc2ccccc2nc1C(F)(F)F
 : 7	-4	.	.	4	0.8	.	0	3
- Cc1ccc2cc3cc(C(=O)NCc4ccc5c(c4)OCO5)oc3nc2c1
 : 8	-5	-0.4	-12	-5	0.4	3	1	4
- COc1ccc(CC(=O)N/N=C(\C)CC(=O)Nc2ccc(N(C)C)cc2)cc1OC
 : 11	-2	-0.2	2	12	-0.7	13	3	-14
- CC(C)N(Cc1ccccc1)C(=S)NCc1ccccc1
 : -16	-1	-0.6	0	-2	0.0	1	-4	0

# Some of the entries so far, in CSV form.
smiles,RXFP1 antagonist,D1 potentiator,D2 agonist,D2 antag,TRHR PAM,TRHR agonist,D2 potentiator,D1 ag,D1 antagonist
CC(=O)OCc1cc2cc(C)ccc2[nH]c1=O,-4,0,0.3,-5,1,-0.2,27,2,-5
Nc1ccc2nc(CCCCCCc3nc4ccc(N)cc4[nH]3)[nH]c2c1,-13,-7,0.5,-7,-4,0.3,-2,-1,4
COC(=O)c1ccc(CN2CCCC(C(=O)Nc3cccc(-n4cccn4)c3)C2)cc1 (stereo unspecified),-29,-3,-0.4,-19,-2,0.3,-16,8,11
COc1ccc(NC(=S)NN2CCN(C)CC2)cc1,1,0,-0.3,0,1,-0.5,-6,0,2
O=C(Cn1nc(-c2ccccc2F)ccc1=O)Nc1ccc(S(=O)(=O)N2CCCCCC2)cc1,1,-2,-0.1,3,-2,0.3,6,2,1
CCOc1ccc(C2CC(=O)Nc3c2c(=O)[nH]c2ncnn32)cc1 (stereo unspecified),.,0,0.1,.,-4,0.3,15,-1,4
CCC(=N\NC(=O)COc1ccccc1OC)/C(CC)=N/NC(=O)COc1ccccc1OC,-4,.,.,.,9,-0.1,.,2,2
CCC1=NN2C(=N)/C(=C\c3ccc(OCCOc4ccc(NC(C)=O)cc4)cc3)C(=O)N=C2S1,21,3,-0.7,13,-3,-0.2,-4,8,6
COc1cccc(-c2nc(CS(=O)(=O)CC(=O)Nc3c(C)cc(C)cc3C)c(C)o2)c1,-7,-4,1.3,.,-10,1.2,.,3,-5
Cc1cnn(-c2ccc3nnc(-c4ccc(Cl)cc4)n3n2)c1,-1,-5,0.0,8,-2,0.6,2,2,1
NNc1nc2ccccc2nc1C(F)(F)F,7,-4,.,.,4,0.8,.,0,3
Cc1ccc2cc3cc(C(=O)NCc4ccc5c(c4)OCO5)oc3nc2c1,8,-5,-0.4,-12,-5,0.4,3,1,4

# The list continues:
# Order of results: RXFP1 antagonist	D1 potentiator	D2 agonist	D2 antag	TRHR PAM	TRHR agonist	D2 potentiator	D1 ag	D1 antagonist
- NC(=O)C1CCN(C(=O)c2ccc(OCC(=O)Nc3cccc(C(F)(F)F)c3)cc2)CC1
 : 0	-2	0.0	7	1	0.6	-21	2	2
- S=C1NC[C@H](Cc2cccc3ccccc23)N1CC1CCCCC1
 : .	-1	0.1	19	-3	-0.1	0	5	29
- C=CCn1c(-c2cc(OC)cc(OC)c2)n[nH]c1=S
 : -30	-4	0.4	-17	4	0.2	3	-1	5
- Cc1cccc(C(=O)Nc2nccs2)c1[N+](=O)[O-]
 : 2	-4	.	.	-1	0.2	5	1	-4
- COc1cc(NC(=S)N2CCN(C)CC2)c(OC)cc1Cl
 : -2	0	0.8	6	0	0.1	11	-2	.
- NC1=C(c2ccc([N+](=O)[O-])cc2)C(=O)CO1
 : -21	5	-0.9	-6	6	0.2	4	1	-2
- Nn1c(SCCOc2ccc(Cl)cc2)nnc1-c1cccnc1
 : -18	8	.	.	-1	-0.5	.	0	6
- Cc1ccc(Oc2ncccc2NC(=O)CCCC(=O)O)c2c1CCC2
 : 7	-3	0.0	1	4	0.1	-7	1	8
- Cn1c(=O)c(C(=O)COC(=O)c2cc(C(F)(F)F)nc3ccccc23)c(N)n(Cc2ccccc2)c1=O
 : .	0	1.1	5	-3	0.6	-1	6	9
- O=C(Cc1ccccc1)NC(=S)Nc1ccc2oc(-c3ccccc3F)nc2c1
 : -9	-7	-0.9	-21	-9	0.2	2	2	-19
- COc1ccccc1Nc1nc(NCC(C)C)nc(N)c1[N+](=O)[O-]
 : -3	3	1.4	-2	6	0.2	18	3	32
- C[C@@H](NC(=O)c1ncn(C)c1C(=O)N[C@H](C)c1ccccc1)c1ccccc1
 : .	-1	0.3	18	-11	-0.1	2	3	11
- COc1ccc(/C=C/C(=O)NC(=S)Nc2ccc(S(=O)(=O)Nc3ccc(OC)nn3)cc2)cc1
 : -4	-1	-1.9	10	2	-0.7	-7	2	5
- O=C(CCNc1cc(Cl)cc(Cl)c1)c1ccco1
 : 0	1	-0.1	11	-2	-0.4	2	2	-30
- Cc1ccc(SCC(=O)Nc2ccc(N3CCN(c4ccccc4)CC3)c(F)c2)cc1
 : -5	3	0.0	10	-1	0.1	19	3	2
- COc1ccccc1-c1nc(-c2ccc(C)nc2OC)no1
 : 10	-2	1.1	-11	4	-0.5	-10	6	-32*
- C=CCNC(=O)C(C)N1c2cccc3cccc(c23)S1(=O)=O (stereo unspecified)
 : -21	-5	-1.4	-1	15	-0.3	11	4	6
- Cc1nn(CC(=O)NCc2ccco2)c(=O)c2cc3ccccc3n12
 : .	-2	-0.4	.	-5	-0.4	-10	-1	-8
- Cc1cccc(OCCCCCN2CCOCC2)c1
 : -3	0	-1.0	24	-2	2.4	0	4	1
- COC(=O)c1cc2sccc2n1CC(=O)Nc1cc(Cl)ccc1OC
 : -16	0	0.9	.	0	1.2	1	16	21
- COc1cc(CN2CCCN(C)CC2)cc([N+](=O)[O-])c1O
 : -6	-1	1.1	-1	-8	0.3	-1	-1	12
- CCOc1ccc(-n2nnnc2SCC(=O)c2ccccc2)cc1
 : -25	0	0.9	-4	0	0.6	-8	11	-4
- O=C(CN1CCC(O)CC1)N1c2ccccc2C=Cc2ccccc21
 : -9	-2	-0.8	-4	-1	0.0	-11	2	3
- Cn1c(NCCCN2CCOCC2)nc2c1c(=O)n(Cc1ccc(Cl)c(Cl)c1)c(=O)n2C
 : -2	-12	.	.	4	1.6	.	3	-7
- COc1ccc(C(C)NC(=O)C23CC4CC(CC(C4)C2)C3)cc1OC (stereo unspecified)
 : 1	12	0.3	11	-4	-0.3	-8	0	2
- COc1ccc(Nc2nc(S(=O)(=O)c3ccc(C)cc3)c(Cl)s2)cc1
 : -12	-3	-0.2	0	7	0.1	6	2	2
- O=S(=O)(NC(=NC1CCCCC1)c1ccccc1F)c1ccccc1
 : ?	-5	0.2	13	3	-0.8	12	0	0
